Compound activity as filed in PubChem.
APJ agonist – agonists of human APJ apelin receptor; P35414; CHO-K1 APJ PathHunter beta-arrestin, luminescence; 0% DMSO wells, 100% apelin; activation, % at 20 µM; hit rate 0.11% among 330,000; AID 2520;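 active means activation more than six SD over the plate average, tested at 20 µM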;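 further: 0% = DMSO alone and 100% = apelin-13 at 10 nM; some results filed as inactive read as strong as hits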
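Material: engineered CHO-K1 APJ arrestin reporter cells; amount: 1000 CHO-K1 reporter cells seeded per well; incubation: compound stimulation 90 min at 25 °C, detection 60 min; signal: luminescent beta-gal fragment complementation, chemiluminescent substrate; read-out basis: APJ agonist activity; controls: DMSO-only wells as negative, 10 nM Apelin-13 as positive control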
tim23-1 inh – inhibits growth of tim23-1 mutant yeast. S. cerevisiae tim23-1 growth, BacTiter-Glo luminescence, 24 h. inhibition, % at 20 µM. hit rate 1.3% among 330,000. AID 463212;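 active means growth inhibition of the mutant yeast at or above 50%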;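 further: temperature-sensitive mutant grown at 25 °C; plate controls were DMSO-treated mutant yeast for no effect and medium wells lacking yeast for full effect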
Mdm2-MdmX inh – disrupts the human Mdm2-MdmX interaction; SaOS-2 split-luciferase Mdm2/MdmX complementation, luminescence; O15151+Q00987; hit rate 3% among 330,000; inhibition, % at 8 µM;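 active means inhibition of at least 50% at 8 µM in the primary screen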
EBI2 block – blocks human EBI2 receptor beta-arrestin signaling | EBI2 beta-arrestin recruitment, luminescence, 7a,25-OHC stimulated | inhibition, % at 5 µM | hit rate 0.81% among 360,000 | AID 651636; in the data active means inhibition above about 38%;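 further: enzyme fragment complementation signal reports receptor beta-arrestin coupling in cells; 0% = agonist plus DMSO wells and 100% = wells without agonist; some results beyond the cut were filed as inactive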
Target sequence (P32249 whole entry, looked up, the tested form may be a part): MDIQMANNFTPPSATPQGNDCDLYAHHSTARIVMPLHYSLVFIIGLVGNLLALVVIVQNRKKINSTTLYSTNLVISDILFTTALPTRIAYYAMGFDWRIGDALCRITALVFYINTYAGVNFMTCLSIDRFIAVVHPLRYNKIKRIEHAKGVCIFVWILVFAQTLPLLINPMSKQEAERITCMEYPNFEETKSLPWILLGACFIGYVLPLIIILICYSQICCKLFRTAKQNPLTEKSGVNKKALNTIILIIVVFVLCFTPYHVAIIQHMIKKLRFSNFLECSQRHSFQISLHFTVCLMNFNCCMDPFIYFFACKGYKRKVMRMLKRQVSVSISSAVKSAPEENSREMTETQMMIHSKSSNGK
XBP1 UPR activ – adaptive UPR (XBP1) activation; AID 463104; CHO-XBP1 luciferase reporter, IRE1-XBP1 UPR activation, luminescence; percent of tunicamycin response, DMSO as zero; activation, % at 20 µM; hit rate 0.33% among 330,000;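 active means versus positive control, 20 µM dose yields 30% or more activation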;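 further: 100% = tunicamycin at 10 µg/mL and 0% = DMSO only wells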
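Material: IRE1-XBP1 luciferase reporter CHO line / Quantity: one thousand reporter cells per well / Buffer or medium: F12 with 10% serum / Compound: 20 µM single concentration, DMSO 1% / Times: 6 h treatment, 37 °C / Detection: Steady-Glo luciferase glow luminescence, 10 min after reagent addition / Benchmarks: tunicamycin high, DMSO low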
APJ antagonist – blocks the human apelin receptor APJ; inhibition, % at 20 µM; CHO-K1 APJ beta-arrestin complementation, luminescence; hit rate 0.32% among 330,000; AID 2521;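 active means inhibition above about 40% at 20 µM, limit read from the data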;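 further: cells challenged with 10 nM apelin-13 agonist together with compound; plate controls were apelin-13 plus DMSO wells for no effect and DMSO wells lacking apelin-13 for full effect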
CHOP UPR activ – apoptotic UPR (CHOP) activation. CHO-CHOP luciferase reporter, luminescence; percent of tunicamycin response over DMSO baseline. activation, % at 10 µM. hit rate 0.34% among 330,000. AID 449763;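 active means at 10 µM dose, activation of 40% or more, normalized to positive control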;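 further: 100% = tunicamycin at 10 µg/mL and 0% = DMSO alone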
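Test system: CHO CHOP reporter cells. Input: 500 CHO-CHOP cells per well. Medium: F12 with 10% FBS. Technique: luciferase luminescence. Measure: percent activation relative to tunicamycin control. Dosing: 10 µM compound, 0.5% DMSO. Timing: 16-18 h cell attachment, then 6 h compound exposure, 37 °C.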
CCR6 antagonist – antagonists of human CCR6 receptor; hit rate 0.49% among 340,000; CHO-K1 CCR6 PathHunter beta-arrestin, luminescence, CCL20-stimulated; inhibition, % at 20 µM; P51684; AID 493098;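 active means compounds whose inhibition of the agonist-driven luminescence signal at 20 µM reaches about 50%, limit read from the data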;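 further: cells stimulated with CCL20 at 14 nM final; plate controls were DMSO with CCL20 for no effect and DMSO without agonist for full effect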
CXCR6 block – CXCR6 (human) receptor inhibition | O00574 | CHO-K1 PathHunter CXCR6 beta-arrestin, luminescence | inhibition, % at 20 µM | hit rate 0.36% among 360,000 | AID 602244; in the data active means inhibition above about 34%, passing the limit was not always enough;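 further: antagonist mode with CXCL16 agonist at 10 nM final; 0% = 10 nM CXCL16 with DMSO and 100% = unstimulated wells without agonist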
Target sequence (O00574 whole entry, looked up): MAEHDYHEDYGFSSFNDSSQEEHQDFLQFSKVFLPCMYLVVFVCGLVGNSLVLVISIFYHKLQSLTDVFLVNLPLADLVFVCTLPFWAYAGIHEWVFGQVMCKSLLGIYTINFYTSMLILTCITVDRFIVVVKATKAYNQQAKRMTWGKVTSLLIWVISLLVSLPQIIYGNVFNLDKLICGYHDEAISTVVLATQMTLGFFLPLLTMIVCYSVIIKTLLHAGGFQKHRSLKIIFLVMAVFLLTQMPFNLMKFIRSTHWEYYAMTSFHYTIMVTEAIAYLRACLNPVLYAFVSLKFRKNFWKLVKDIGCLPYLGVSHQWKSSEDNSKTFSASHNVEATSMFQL
Numbers without * were called inactive; · = not tested or not shown; & = joins results of further samples. Not all compounds are listed (hit frequency here may not be typical).

SMILES | APJ agonist | tim23-1 inh | Mdm2-MdmX inh | EBI2 block | XBP1 UPR activ | APJ antagonist | CHOP UPR activ | CCR6 antagonist | CXCR6 block
O=C(CCN1CCN(Cc2ccccc2)CC1)NNC(=O)Nc1cccc([N+](=O)[O-])c1 | -4 | 4 | 13 | -13 | -8 | -17 | 0.1 | 13 | 3
Cc1ccc(N2CC(C(=O)N3CCOCC3)CC2=O)cc1C (stereo unspecified) | 1 | 15 | -2 | -7 | 0 | -8 | 0.6 | 21 | 1
CC(C)OCCCNC(=O)c1ccc2c(c1)NC(=O)c1ccccc1S2 | -1 | 4 | 10 | -5 | 0 | 3 | -0.3 | 8 | -7
c1ccc2c(c1)cnc1ccccc12 | 1&2 | 6&4 | 5&-25 | -6&7 | 4&3 | -6&6 | 0.2&0.7 | -1&2 | -3&-8
O=C(N/N=C/c1ccccc1O)c1cccc2ccccc12 | -3 | 66* | 53* | -6 | 3 | -1 | 1.7 | 10 | -1
COc1ccc(C2c3ccc4ccccc4c3Oc3ncn(CCCO)c(=N)c32)cc1OC (stereo unspecified) | 0 | -21 | 78* | -7 | 10 | 1 | -1.1 | 2 | -8
CC1(N2CCCCC2)CC2(O)C(=[N+]1[O-])CCC/C2=N\O (stereo unspecified) | -3 | 4 | -4 | -2 | -2 | -9 | -1.2 | -8 | -4
CN(C#N)c1nccc(-c2cccs2)n1 | -2 | 8 | -6 | 1 | 2 | 10 | -0.2 | -2 | 5
Cc1[nH]nc2c1C(c1ccoc1)C(C#N)=C(N)O2 (stereo unspecified) | -1 | -3 | 0 | -11 | 1 | -1 | -0.3 | -6 | 4
C=CCNC(=O)COC(=O)c1ccc(Sc2nncn2C)c([N+](=O)[O-])c1 | -1 | 3 | 17 | -1 | -3 | -34 | -0.4 | 4 | -4
CCOc1ccc(CCNC(=O)CS(=O)Cc2nc(-c3ccc(OC)c(OC)c3)oc2C)cc1OCC (stereo unspecified) | -1 | 4 | 12 | -12 | -1 | 0 | -2.0 | 5 | -11
COc1ccc(Nc2nnc(SC(C(=O)Nc3ccc(OC)c(Cl)c3)c3ccccc3)s2)cc1 (stereo unspecified) | -2 | -26 | 46 | 20 | -3 | 8 | 2.7 | 10 | -6
O=S1(=O)N=C(N2CCN(Cc3ccccc3)CC2)c2ccccc21 | -4 | 1 | 10 | -11 | -1 | -9 | 1.3 | 5 | -3
Cc1ccc(-n2ncc3c(NNC(=O)Cc4ccccc4)ncnc32)cc1 | -2 | 23 | -12 | -13 | -2 | -21 | 1.5 | -1 | 2
CC1(C)CC(=O)C2=C(C1)OC(N)=C(C#N)C2c1ccoc1 (stereo unspecified) | -3 | 6 | 14 | -2 | -4 | 14 | 0.3 | 11 | -5
COc1cccc(NC(=O)NNC(=O)C(C)Oc2ccc3ccccc3c2)c1 (stereo unspecified) | 2 | 9 | -17 | -2 | -6 | -5 | -1.0 | 2 | -4
O=[N+]([O-])c1cccc(-c2cnc3ccccc3n2)c1 | 1 | -1 | -28 | 15 | 8 | -4 | 4.8 | -11 | 4
CSCC[C@H](NC(=O)N1CCn2c1nc1ccccc12)C(=O)NCC1CCCO1 (stereo partly specified) | 0 | 9 | 14 | -4 | -2 | 3 | -0.8 | -12 | 1
CCCCCCSc1cc(-c2nc3cc(C)ccn3c2NCCCC)ccc1OC | -1 | 18 | 16 | 28&33 | -2 | -33 | 1.0 | 21 | 10&9
CCn1c(=O)c2sccc2n(CC(=O)NC2CCCC2)c1=O | 1 | 6 | 3 | 10 | 0 | 7 | 2.0 | 15 | 4
CC1Cc2ccccc2N1C(=O)C1CCCN(S(=O)(=O)c2cccc3cccnc23)C1 (stereo unspecified) | -4 | 25 | 14 | 5 | -3 | 10 | 1.6 | 2 | -7
CCN(c1ccccc1)S(=O)(=O)c1ccc(F)c(C(=O)O)c1 | -4 | 6 | 5 | 3 | 2 | -6 | 0.3 | -10 | 36
Cc1ccc(NC(=O)CN2C(=O)c3ccccc3C2=O)cc1 | -1 | 4 | 18 | -3 | -2 | -17 | 0.5 | 1 | 2
CCCCCCOC1(c2ccccc2)OC(=O)c2ccccc21 (stereo unspecified) | -2 | 4 | 9 | 21 | 2 | -3 | 1.1 | 24 | 2
C=CCc1c(N(CC)CC)nc(C)[nH]c1=O | 0 | 13 | -8 | -5 | -4 | -26 | -0.5 | -7 | 0

The closing three records of the part before come first, to join the parts.
SMILES | APJ agonist | tim23-1 inh | Mdm2-MdmX inh | EBI2 block | XBP1 UPR activ | APJ antagonist | CHOP UPR activ | CCR6 antagonist | CXCR6 block
Cc1ccc(NC(=O)CN2C(=O)c3ccccc3C2=O)cc1 | -1 | 4 | 18 | -3 | -2 | -17 | 0.5 | 1 | 2
CCCCCCOC1(c2ccccc2)OC(=O)c2ccccc21 (stereo unspecified) | -2 | 4 | 9 | 21 | 2 | -3 | 1.1 | 24 | 2
C=CCc1c(N(CC)CC)nc(C)[nH]c1=O | 0 | 13 | -8 | -5 | -4 | -26 | -0.5 | -7 | 0
COc1ccc(NC(=O)C2CCC(C(C)(C)C)CC2)cc1S(=O)(=O)N1CCOCC1 (stereo unspecified) | -2 | 9 | 40 | -7 | -1 | -2 | -1.0 | 7 | -4
Cc1ccc(NC(=O)C(CC(C)C)NC(N)=O)cc1Cl (stereo unspecified) | -3 | 8 | 13 | -7 | -1 | 3 | -1.6 | 1 | -4
COc1cc(C=O)ccc1OCc1ccncc1 | 1 | 0 | 1 | 1 | 1 | 15 | 2.1 | 3 | 1
Cc1ccc(C)c(NC(=S)NNC(=O)c2csc3c2CCC(C)C3)c1 (stereo unspecified) | -5 | 23 | 9 | 5 | 1 | 22 | 0.2 | 6 | 2
Cc1[nH]nc2c1C1(C(=O)Nc3ccc([N+](=O)[O-])cc31)C(C#N)=C(N)O2 (stereo unspecified) | 1 | -1 | -7 | -7 | 0 | 15 | -1.3 | -17 | 9
O=C(CN1CCN(c2ccccc2F)CC1)NC(=O)NCc1ccccc1 | -3 | 20 | 12 | 0 | -2 | -9 | -2.4 | -5 | 34
CCOCCN1CCN(c2c(C)c(C)nc3cc(-c4cc(OC)cc(OC)c4)nn23)CC1 | -1 | -109 | 7 | 28 | 3 | 7 | -1.0 | -4 | 11
COc1cccc(CN2CCNC(=O)C2CC(=O)NCCCN2CCCC2=O)c1 (stereo unspecified) | -3 | -13 | 14 | -6 | -2 | -1 | 0.0 | 7 | 3
CN(CC(=O)Nc1ccc(Cl)c(Cl)c1)Cc1nnc(-c2ccc(F)cc2)o1 | 0 | 25 | 12 | 7 | -3 | -12 | 1.6 | 11 | -7
Cc1cc(NC(=O)CSc2n[nH]c(-c3ccc(Cl)cc3Cl)n2)no1 | -3 | 6 | 11 | 6 | 1 | 4 | -1.2 | 2 | 4
Cc1ccc(CSCCNS(C)(=O)=O)cc1 | 5 | 12 | 5 | -18 | 0 | 13 | 0.2 | 1 | 10
COc1ccc(C(=O)c2c(-c3ccsc3)oc3ccc(-c4ccc(OC)cc4)cc23)cc1 | 0 | 15 | -21 | · | 0 | 18 | 1.5 | 9 | ·
O=C(Nc1ccc(F)cc1)c1cccnc1N1CCCCC1 | -2 | 12 | -13 | -7 | 3 | 9 | -0.9 | 15 | 3
CCOC(=O)c1cc2c(=O)n3ccccc3nc2n(C(C)C)c1=NC(=O)c1c(-c2c(F)cccc2Cl)noc1C | 1 | 37 | 36 | 11 | 4 | -1 | 4.0 | 25 | 15
C/C(=N\Nc1ccc(C(F)(F)F)cc1[N+](=O)[O-])C1CC1 | -3 | 0 | 9 | -11 | 0 | 10 | 0.8 | 15 | -1
CCCn1c(=O)[nH]c(=O)c2[nH]cnc21 | -3 | 8 | -1 | 1 | -2 | 2 | -0.2 | -5 | -3
COc1ccccc1Nc1nc(C)cc(=O)[nH]1 | -3 | 1 | -25 | -11 | -3 | 7 | 0.4 | -9 | 4
CC1Cc2ccccc2N1S(=O)(=O)c1cccc(C(=O)N2CCN(c3ncccn3)CC2)c1 (stereo unspecified) | -1 | 21 | 90* | 13 | -5 | 8 | 1.0 | 12 | -2
O=C(c1cccnc1)N1CCN(c2ccc([N+](=O)[O-])cc2Cl)CC1 | -2 | 26 | -4 | -12 | -1 | -32 | -1.1 | 10 | 2
CC1(C)CC(C(N)=S)CCO1 (stereo unspecified) | -6 | 5 | 34 | 2 | -2 | 31 | -0.6 | 4 | 1
O=C(CN1CCN(c2ccccn2)CC1)N(c1ccccc1)c1ccc2ccccc2c1 | 1 | 4 | 7 | 0 | 1 | 2 | 2.8 | 9 | 0
CCN(CC(=O)Nc1ccc2c(c1)OCCO2)C(=O)c1cc(=O)[nH]c2ccccc12 | -3 | 6 | 15 | 6 | -2 | 16 | 2.3 | 8 | 8
Cc1cc(=O)oc(C)c1C(=O)NCC(C)NC(=O)c1c(C)cc(=O)oc1C (stereo unspecified) | -2 | 0 | -2 | -2 | 1 | 9 | -0.2 | 9 | -3
COc1ccc(C(=O)NCCN2CCOCC2)c(OC)c1 | 0 | 14 | -3 | -7 | 1 | -3 | 0.2 | -1 | -12
CC(NC(=O)C(=O)NCCN1CCN(C(=O)c2ccc([N+](=O)[O-])cc2)CC1)c1ccccc1 (stereo unspecified) | -4 | -7 | 4 | -13 | -4 | -5 | -0.9 | -1 | -3

Fetched one by one from above, five records:
SMILES | APJ agonist | tim23-1 inh | Mdm2-MdmX inh | EBI2 block | XBP1 UPR activ | APJ antagonist | CHOP UPR activ | CCR6 antagonist | CXCR6 block
Cc1cc(=O)oc(C)c1C(=O)NCC(C)NC(=O)c1c(C)cc(=O)oc1C (stereo unspecified) | -2 | 0 | -2 | -2 | 1 | 9 | -0.2 | 9 | -3
COc1cc(C=O)ccc1OCc1ccncc1 | 1 | 0 | 1 | 1 | 1 | 15 | 2.1 | 3 | 1
Cc1cc(NC(=O)CSc2n[nH]c(-c3ccc(Cl)cc3Cl)n2)no1 | -3 | 6 | 11 | 6 | 1 | 4 | -1.2 | 2 | 4
Cc1ccc(NC(=O)C(CC(C)C)NC(N)=O)cc1Cl (stereo unspecified) | -3 | 8 | 13 | -7 | -1 | 3 | -1.6 | 1 | -4
Cc1ccc(C)c(NC(=S)NNC(=O)c2csc3c2CCC(C)C3)c1 (stereo unspecified) | -5 | 23 | 9 | 5 | 1 | 22 | 0.2 | 6 | 2
